Assay outcomes: PubChem, The Scripps Research Institute Molecular Screening Center
MITF inh: human MITF inhibition, primary screen | 650,000 compounds, 0.91% hits | O75030 | AlphaScreen MITF homodimerization, bead proximity signal | AID 1259374 | inhibition, % at 2.6 µM; in the data active = inhibition above about 50%;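 also: 0% = vehicle wells with protein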
TEAD-YAP inh: TEAD-YAP interaction inhibition; HEK-TIYL cells, TEAD-Gal4/YAP UAS-luciferase luminescence; inhibition, % at 9.12 µM; 640,000 compounds, 1.4% hits; in the data active = inhibition above about 32%;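 also: 0% = median of test compound wells and 100% = reference inhibitor wells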
GPR151 activ: activators of human GPR151; PathHunter beta-arrestin GPR151 cells, luminescence; AID 1508602; activation, % at 11.2 µM; 650,000 compounds, 1% hits; in the data active = activation above about 4.9%;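 also: 0% = median of compound wells and 100% = cells with positive control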
FBW7 act: activators of human E3 ligase FBW7. Q969H0. AlphaScreen FBW7–phospho-cyclin E peptide binding, activator screen. normalized activity (activation), % at 26.1 µM. 650,000 compounds, 0.13% hits. AID 1259310; in the data active = normalized activity above about 1.9%;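 also: purified mutant Fbw7 with reduced substrate affinity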
Target sequence (Q969H0 whole entry, looked up): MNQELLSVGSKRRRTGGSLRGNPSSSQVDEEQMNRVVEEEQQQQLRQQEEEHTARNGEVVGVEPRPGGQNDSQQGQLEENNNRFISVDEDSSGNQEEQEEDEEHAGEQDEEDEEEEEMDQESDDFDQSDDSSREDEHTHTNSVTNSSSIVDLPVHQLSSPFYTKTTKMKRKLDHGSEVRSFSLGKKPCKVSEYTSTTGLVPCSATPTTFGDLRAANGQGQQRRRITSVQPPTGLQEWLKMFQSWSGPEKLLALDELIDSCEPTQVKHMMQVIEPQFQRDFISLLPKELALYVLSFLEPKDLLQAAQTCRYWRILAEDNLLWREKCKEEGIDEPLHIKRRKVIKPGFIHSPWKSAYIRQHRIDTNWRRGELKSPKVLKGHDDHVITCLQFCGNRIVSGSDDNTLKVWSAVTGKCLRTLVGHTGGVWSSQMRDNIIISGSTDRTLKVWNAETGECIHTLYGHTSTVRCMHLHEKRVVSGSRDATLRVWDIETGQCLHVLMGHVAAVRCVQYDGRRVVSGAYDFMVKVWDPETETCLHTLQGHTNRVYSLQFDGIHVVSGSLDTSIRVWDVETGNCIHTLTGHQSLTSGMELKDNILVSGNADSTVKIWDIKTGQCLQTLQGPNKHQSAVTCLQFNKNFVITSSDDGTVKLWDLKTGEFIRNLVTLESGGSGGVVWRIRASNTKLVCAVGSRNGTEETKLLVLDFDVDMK
Numbers without * were called inactive.

Results follow in this order: MITF inh, TEAD-YAP inh, GPR151 activ, FBW7 act
Cc1ccc(-c2nc3s/c(=C/c4ccc(Cl)cc4)c(=O)n3n2)cc1
    3, -11, 0.3, 0.0
CCc1ccccc1-n1c(SCc2c(F)cccc2F)nc2[nH]ncc2c1=O
    -2, -9, -0.2, -0.2
COc1cccc(C(=O)Nc2ccc3oc(-c4ccc(F)cc4)cc(=O)c3c2)c1
    -5, -8, -0.3, -0.2
N#CC(C#N)=CNCc1ccccc1
    -1, 5, -0.2, 0.0
Cc1ccc(C)c(NC(=O)c2ccccc2C(=O)O)c1
    1, 6, -0.7, 0.0
CCOC(=O)c1cnc(SC)nc1Nc1ccc(OC)cc1
    -1, 8, 0.4, -0.2
CCN(CC)CCOC(=O)c1ccc2nc(NC(=O)c3nn(C)cc3Cl)sc2c1
    0, -37, -9.9, -0.1
CCOC(=O)C1=C(C)N=c2s/c(=C\c3ccc(I)o3)c(=O)n2C1c1ccccc1Cl (stereo unspecified)
    -5, -3, -1.3, 0.2
COc1ccc(NC(=O)Cc2csc(Nc3cccc(Cl)c3)n2)c(OC)c1
    8, 7, -0.1, 0.2
CCc1c(C(=O)N/N=C/c2ccccc2F)nnn1-c1nonc1N
    6, 1, -1.0, 0.1
Cc1c(N2C(=O)/C(=C\c3ccc(N(C)C)cc3)N(C)C2=S)c(=O)n(-c2ccccc2)n1C
    6, 8, 0.9, -0.2
COc1ccc(-c2noc(CN(C(=O)c3ccc(C)cc3)C(C)C)n2)cc1
    6, -2, -1.5, 0.3
COc1ccc(NC(=O)COc2ccc(Br)cc2C)c(OC)c1
    10, -1, -0.7, 0.1
CCOC(=O)N1CCN(C(=O)c2c(C)oc3c2C(=O)c2ccccc2C3=O)CC1
    7, 9, 1.8, 0.2
O=[N+]([O-])c1cc(CN2CCCC2)c2cccnc2c1O
    99*, -2, 0.1, -0.9
COC(=O)c1c(NC(=O)C(CC(C)C)N2C(=O)c3ccccc3C2=O)sc2c1CCC2 (stereo unspecified)
    0, -2, 0.8, -0.2
Cc1ccc(-c2n[nH]c(=S)n2/N=C\c2cccn2C)cc1
    -2, -2, 0.6, -0.2
CCCCOC(=O)c1ccc(NC(=O)c2cc(=O)c3ccccc3o2)cc1
    3, 0, 0.2, -0.1
CC1(C)CC(=O)C2=C(C1)N(c1ccc([N+](=O)[O-])cc1)C(N)=C(C#N)C2c1ccc(Br)cc1 (stereo unspecified)
    11, 2, 0.3, 0.0
O=C(CSc1nnc(CNC(=O)c2c(F)cccc2F)o1)c1ccc(Cl)cc1
    -32, -5, 1.0, 0.0
COc1ccccc1CCN=C(N)NS(=O)(=O)c1cccs1
    -5, -6, 0.3, -0.2
Cc1ncc(CN2CCN(CC(C)C)C(CCO)C2)s1 (stereo unspecified)
    9, -1, 0.7, 0.0
COc1ccc2c(c1)OCC/C2=N\OC(=O)c1cc(OC)c(OC)c(OC)c1
    6, 0, -0.2, 0.1
COc1ccc(NC(=O)Nc2ccc(Cl)c(Cl)c2)cc1OC
    0, -30, -0.6, -0.1
C=CCn1c(N2CCC(C(=O)NCCOC)CC2)nc2ccccc21
    10, 4, 0.3, -0.1
COCCCNc1cnn(C23CC4CC(CC(C4)C2)C3)c(=O)c1Cl
    10, -2, 0.3, 0.3
CCCCOC(=O)C1=C(C)NC(=O)NC1c1ccc([N+](=O)[O-])s1 (stereo unspecified)
    4, 9, -0.7, -0.1
Cc1nnc(Nc2cccc(Cl)c2)[nH]c1=O
    18, -6, -0.7, 0.1
CC(C)(C)NC(=O)C(=O)NNC(=O)c1ccc(-c2ccccc2)cc1
    -6, 5, -0.7, 0.1
COc1cccc(C(=O)Nc2ccc(-c3cc4ccccc4oc3=O)c(C)c2)c1
    -7, 9, -0.5, 0.1
CC1CCN(CCCN(Cc2cccs2)C(=S)Nc2cccc(C(F)(F)F)c2)CC1
    20, -6, -0.5, 0.3
O=C(Nc1c2c(nn1-c1cccc(Cl)c1)CSC2)c1ccc2c(c1)OCO2
    13, 8, -1.0, 0.1
Cc1cc(Oc2ncnc(N)c2[N+](=O)[O-])ccc1C(C)C
    6, 28, 1.2, -0.1
CCOC(=O)c1c(NC(=O)CSc2nnc(CNC(=O)c3ccc(OC)cc3)n2C2CCCCC2)sc2c1CCCC2
    -8, 0, -0.3, -0.1
Cc1ccc(S(=O)(=O)N2CCN(c3ccc([N+](=O)[O-])c(NCCc4ccccc4)c3)CC2)cc1
    0, 2, 0.2, 0.0
COc1ccc(-n2nnnc2SCC(=O)c2cc(Cl)ccc2OC)cc1
    8, 7, -0.8, 0.3
O=C(c1ccccc1)c1c[nH]c2ccc(Cl)cc2c1=O
    -1, -12, -0.4, 0.1
CN(Cc1ccccc1)c1nc2c(c(=O)[nH]c(=O)n2C)n1Cc1ccccc1Cl
    -7, -1, 0.8, -0.2
COc1cccc(CN2CCN(Cc3cccn3-c3cccnc3)CC2CCO)c1 (stereo unspecified)
    -3, 2, -1.6, 0.2
Cc1ccc(N=Cc2nc(-c3ccccc3Br)oc2O)c(C)c1
    -7, 1, 1.7, 0.0
CCOc1ccc(NC(=O)CSc2nc3n[nH]c(C)c3c(=N)n2-c2cccc(OC)c2)cc1
    -1, 33*, 0.6, 0.2
COc1ccc(C(=O)Nn2c(-c3cccs3)nc3ccccc3c2=O)cc1
    12, 13, -0.4, 1.4
Cc1ccc(C(=O)Nc2sc3c(c2C#N)CCCC3)cc1S(=O)(=O)N1CCOCC1
    11, 2, 0.0, 0.2
O=C(NCCOc1ccccc1)C1CCN(c2ccc(Nc3ccccc3)nn2)CC1
    0, -14, 1.3, -0.2
OCCNc1nc(NCc2ccc3c(c2)OCO3)nc2c1ncn2C1CCCCC1
    14, 4, -1.2, -0.1
CCOC(=O)C1=C(C)N=c2s/c(=C\c3cn(-c4ccccc4)nc3-c3ccccc3)c(=O)n2C1c1cccs1 (stereo unspecified)
    3, -8, 0.4, -0.3
CCCOC(=O)C1=C(C)NC(=O)NC1c1cc(OC)c(OC)c(OC)c1 (stereo unspecified)
    0, 1, 1.2, -0.1
CC1(C)CC2(CCO1)OC(=O)CC2C(=O)Nc1c(Cl)cccc1Cl (stereo unspecified)
    6, 0, 2.9, 0.2
O=C(Nc1nnc(CC(=O)N2CCCC2)s1)c1cnccn1
    7, -12, -1.2, -0.1
CN1CCCN(CC(c2ccccc2)c2ccccc2)CC1
    50, -3, 1.4, -0.1
C=CCn1c(CCC(O)COCCCC)n[nH]c1=S (stereo unspecified)
    -9, -5, -0.6, 0.0
COc1ccc(-c2nnc(SCC(=O)Nc3ccc(S(N)(=O)=O)cc3)nc2-c2ccc(OC)cc2)cc1
    0, 4, -0.7, 0.1
O=C(CCS(=O)(=O)c1ccccc1Cl)OCC(=O)c1ccc[nH]1
    2, 2, 1.7, 0.0
O=C(N/N=C/c1cccc([N+](=O)[O-])c1)C(=O)Nc1ccccc1F
    14, -14, -1.2, 0.4
COc1ccc2c3c1OC1CC(O)C=CC31CCN(C)C2 (stereo unspecified)
    -5, 0, -0.2, -0.1
O=C(Cn1nnc(-c2ccc(F)cc2)n1)N/N=C/c1ccc(-c2ccccc2C(=O)O)o1
    5, -2, 0.5, 0.0
O=c1c2cnn(-c3ccccc3)c2nc(-c2ccccc2)n1-c1ccccc1
    -4, -1, -1.1, -0.1
O=C(CC(=O)c1cccs1)Nc1ccc(Cl)cc1[N+](=O)[O-]
    7, -3, 2.1, 0.4
O=C(c1ccc2cc[nH]c2c1)N1CCOc2ccc(C(O)c3ccccn3)cc2C1 (stereo unspecified)
    9, -3, 3.4, 0.3
COc1ccc(NC(=O)CSc2nc3ccc(NC(=O)c4ccccc4)cc3s2)cc1
    -3, -13, 0.2, -0.1

Part of the list above, as tab-separated lines:
Structure	MITF inh	TEAD-YAP inh	GPR151 activ	FBW7 act
O=C(NCCOc1ccccc1)C1CCN(c2ccc(Nc3ccccc3)nn2)CC1	0	-14	1.3	-0.2
OCCNc1nc(NCc2ccc3c(c2)OCO3)nc2c1ncn2C1CCCCC1	14	4	-1.2	-0.1
CCOC(=O)C1=C(C)N=c2s/c(=C\c3cn(-c4ccccc4)nc3-c3ccccc3)c(=O)n2C1c1cccs1 (stereo unspecified)	3	-8	0.4	-0.3
CCCOC(=O)C1=C(C)NC(=O)NC1c1cc(OC)c(OC)c(OC)c1 (stereo unspecified)	0	1	1.2	-0.1
CC1(C)CC2(CCO1)OC(=O)CC2C(=O)Nc1c(Cl)cccc1Cl (stereo unspecified)	6	0	2.9	0.2
O=C(Nc1nnc(CC(=O)N2CCCC2)s1)c1cnccn1	7	-12	-1.2	-0.1
CN1CCCN(CC(c2ccccc2)c2ccccc2)CC1	50	-3	1.4	-0.1
C=CCn1c(CCC(O)COCCCC)n[nH]c1=S (stereo unspecified)	-9	-5	-0.6	0.0
COc1ccc(-c2nnc(SCC(=O)Nc3ccc(S(N)(=O)=O)cc3)nc2-c2ccc(OC)cc2)cc1	0	4	-0.7	0.1
O=C(CCS(=O)(=O)c1ccccc1Cl)OCC(=O)c1ccc[nH]1	2	2	1.7	0.0
O=C(N/N=C/c1cccc([N+](=O)[O-])c1)C(=O)Nc1ccccc1F	14	-14	-1.2	0.4
COc1ccc2c3c1OC1CC(O)C=CC31CCN(C)C2 (stereo unspecified)	-5	0	-0.2	-0.1
O=C(Cn1nnc(-c2ccc(F)cc2)n1)N/N=C/c1ccc(-c2ccccc2C(=O)O)o1	5	-2	0.5	0.0
O=c1c2cnn(-c3ccccc3)c2nc(-c2ccccc2)n1-c1ccccc1	-4	-1	-1.1	-0.1
O=C(CC(=O)c1cccs1)Nc1ccc(Cl)cc1[N+](=O)[O-]	7	-3	2.1	0.4
O=C(c1ccc2cc[nH]c2c1)N1CCOc2ccc(C(O)c3ccccn3)cc2C1 (stereo unspecified)	9	-3	3.4	0.3
COc1ccc(NC(=O)CSc2nc3ccc(NC(=O)c4ccccc4)cc3s2)cc1	-3	-13	0.2	-0.1

New compounds follow
Results follow in this order: MITF inh, TEAD-YAP inh, GPR151 activ, FBW7 act
CCOc1cccc(OCCOCCNC(C)(C)C)c1
    67*, 3, -0.9, -0.2
NC(=O)c1cc(S(=O)C(F)(F)F)cc(S(=O)C(F)(F)F)c1 (stereo unspecified)
    -8, 7, 4.0, -0.1
COC(=O)c1cc(-c2cccc(OC)c2)nc2ccccc12
    9, 10, -1.7, 1.1
Cc1[nH]c2ccccc2c1C(=O)COc1ccc(-n2cnnn2)cc1
    12, -1, -0.6, 0.2
CCOC(=O)c1c(NC(=O)c2ccc(S(=O)(=O)N3CCc4ccccc43)cc2)sc(C)c1C
    -4, -2, -0.1, -0.1
CCOC(=O)NCC(C#CCN(CC)CC)N(CC)CC (stereo unspecified)
    -6, -2, -0.5, 0.1
Cc1cc2nnc(SCC(=O)c3cc(C)n(-c4ccc(Cl)cc4)c3C)n2c2ccccc12
    18, -7, -1.0, 0.1
COc1ccc(CN2CCC3(CCC(CNC(=O)c4cccnc4)O3)CC2)cc1C (stereo unspecified)
    2, 9, 1.0, -0.2
Cc1cccc(N2CCN(Cc3cccnc3)CC2)c1C
    33, 1, 2.2, 0.1
CN1CCN(C(=O)c2ccc3c(=O)n(C4CCCCC4)c(SCC(=O)C(C)(C)C)nc3c2)CC1
    8, 15, -1.6, 0.5
O=C(NC1CC1)c1cc(Nc2ccc(N3CCOCC3)cc2)nc2ccccc12
    3, 5, 2.1, -0.1
OC1CCCN(c2ncn(-c3ccnc(Nc4ccc(N5CCOCC5)cc4)c3)n2)C1 (stereo unspecified)
    10, -3, 3.1, 0.1
C=CCNC(=O)NC(=O)COC(=O)CCNC(=O)c1ccc([N+](=O)[O-])cc1
    5, 3, 1.5, -0.1
COC(=O)c1ccc(N2C(=O)c3ccc(-c4nc5ccccc5c(=O)o4)cc3C2=O)cc1
    9, 1, -0.5, 0.9
NCCCC[C@@H]1NC(=O)[C@@H]2C[C@H](NC(=O)c3sccc3Cl)CN2C1=O
    4, -1, -0.8, -0.4
CC(C)(C)NC(=O)c1ccc(-n2cc(NC(=O)C3CCOCC3)cn2)cc1
    4, -5, -0.6, 0.0
C/C(=N\NC(=O)Cc1cccs1)c1ccc(O)cc1
    1, -32, 0.1, -0.1
COc1cc(-c2nc3cnccn3c2NCC2CCCO2)ccc1O (stereo unspecified)
    -5, 5, 0.1, 0.1
CC(C)OC(=O)CSc1nnc(-c2ccco2)n1C
    2, 6, -1.2, 0.5

Among those listed so far, 3 have a cyano group.
Results follow in this order: MITF inh, TEAD-YAP inh, GPR151 activ, FBW7 act
N#CC(C#N)=CNCc1ccccc1
    -1, 5, -0.2, 0.0
CC1(C)CC(=O)C2=C(C1)N(c1ccc([N+](=O)[O-])cc1)C(N)=C(C#N)C2c1ccc(Br)cc1 (stereo unspecified)
    11, 2, 0.3, 0.0
Cc1ccc(C(=O)Nc2sc3c(c2C#N)CCCC3)cc1S(=O)(=O)N1CCOCC1
    11, 2, 0.0, 0.2
